# Assay outcomes (PubChem BioAssay)
# USP2a inh – qHTS Assay for Inhibitors of Ubiquitin-specific Protease USP2a Using CHOP2 as the Reporter. Ubiquitin carboxyl-terminal hydrolase 2 (Homo sapiens), O75604. USP2 core, Ub-CHOP2 coupled fluorogenic reporter, 485/531. Potency, µM (highest dose often 38.3 µM), inactives show top-dose activity change, negative = inhibition, hits mostly inhibitors. 330,000 tested, 0.01% active;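 further: potency means the concentration at half of the fitted maximal effect; plate controls were DMSO wells for no effect and full inhibition by NEM control for full effect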
#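 USP2 core (10nM final) preincubated 30min RT with compound in 20mM Tris-HCl pH 8.0, 2mM CaCl2, 2mM beta-mercaptoethanol, 0.05% CHAPS; 25nM Ub-CHOP2 plus 25nM reporter substrate added, fluorescence (Ex485/Em531) read after 60min.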
# TRPV1 ag – HTS Assay for Compounds that Act as Agonists of the Vanilloid Receptor 1; 320,000 tested, 0.19% active; AID 540275, 2011; TRPV1-expressing cells, Fluo-8 calcium influx, agonist mode; activation, % at 8.33 µM; in the data active means activation above about 80%; inconclusive means between about 30% and that limit; further: 0% is about no effect
#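 Fluo-8 calcium influx in TRPV1-expressing cells, kinetic read (ex 480/em 520 nm). Compound added and read 3 min for agonist activity, followed by capsaicin at EC20 final and 2 min further read for enhancement.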
# ASM inhibitor – Inhibitors of Secretory Acid Sphingomyelinase (S-ASM): qHTS. Potency, µM (doses to about 57.5 µM), inactives show at the highest dose activity change, negative = inhibition, usual class: inhibitors. 340,000 tested, 0.006% active. placental ASM, HMU-PC fluorogenic substrate, 60 min; further: potency means the concentration at half of the fitted maximal effect
#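 qHTS format. ASM enzyme prepared from human placenta hydrolyses the fluorogenic substrate HMU-PC0 (9 uM final) over 60 min at 37 °C after a 10 min compound preincubation.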
# p53 reactivator – qHTS assay for re-activators of p53 using a Luc reporter | H1299 p53-A138V BP100-luciferase reporter, luminescence, 24 h | Potency, µM (highest dose often 92.2 µM), for the others: at the highest dose activity change, positive = activation, most hits filed as activators | 320,000 tested, 0.063% active; further: potency means the concentration at half of the fitted maximal effect; % of control where 0% means no effect; nearly all actives have a fitted effect of over 45% in size
#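 H1299 (p53-null), stable ts p53-A138V + BP100-Luc; 1000 cells/well, Opti-MEM/10% FBS; cpd 4 pt, 1:5; 24 h, 37 deg C, 5% CO2; detection reagent 10 min RT; luminescence.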
# B2AR arrestin – qHTS assay of beta-arrestin-biased ligands of beta2-adrenergic receptor. Beta-2 adrenergic receptor (Homo sapiens), P07550. AID 492947, 2010. 330,000 tested, 0.02% active. Potency, µM (highest dose often 46.1 µM), for the others: at the top dose activation, usual class: activators. beta-arrestin recruitment to beta2AR, cell-based reporter;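 further: potency means the concentration at half of the fitted maximal effect; 0% = DMSO controls and full agonism = EC100 isoproterenol or metaproterenol; nearly all actives have a fitted effect of over 65% in size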
# BRCA1 expr up – qHTS Assay to Identify Small Molecule Activators of BRCA1 Expression; MCF7-BRCA1-FFLuc reporter, luminescence, 48 h; response scale: scaled: vehicle 0%, 10 µM genistein 100%; Potency, µM (top dose mostly 46.1 µM), inactives show at the highest dose activation, actives largely listed as activators; 380,000 tested, 1.1% active; further: potency means the concentration at half of the fitted maximal effect; nearly all actives have a fitted effect of over 80% in size; some results filed as inactive show a strong effect at the top dose
#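 Cells: MCF7-BRCA1-FFLuc, 2000/well. Exposure: 48 h, 37 °C, 5% CO2. Read: luminescence, 15 min post-substrate. Controls: genistein 10 microM (maximal activation), DMSO (neutral).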
# Integrin act MD – qHTS for Activators of Integrin-Mediated Alleviation for Muscular Dystrophy; alpha7betagal myoblasts, beta-gal FDG fluorescence, 48 h; Potency, µM (titrated, usually from 38.3 µM), without a hit: at the top dose activation, hits mostly activators; 350,000 tested, 0.064% active; AID 624291, 2012;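 further: potency means the concentration at half of the fitted maximal effect; 100% = response of the positive control SU9516; nearly all actives have a fitted effect of over 60% in size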
#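 alpha7betagal+/- myoblasts (passage 13, 250/well) treated 48 h at 37C with compounds at 1:260 dilution of DMSO stock. Lysed, then beta-galactosidase activity read as FDG fluorescence (ex 480/em 540) after 30 min, with pre-read for autofluorescence.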
# ELG1 genotoxic – qHTS screen for small molecules that induce genotoxicity in human embryonic kidney (HEK293T) cells expressing luciferase-tagged ELG1; HEK293T ELG1-luciferase reporter, luminescence, 16 h; Potency, µM (series often up to 46 µM), inactives show at the top dose activity change, positive = activation, usual class: activators; 330,000 tested, 1.3% active; AID 504466, 2011; further: potency means the concentration at half of the fitted maximal effect; % of control where 0% means no effect; nearly all actives have a fitted effect of over 60% in size
#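 16 hr compound incubation (37 °C, 5% CO2) of HEK293T cells carrying luciferase-tagged ELG1; luciferase then measured by ONE-Glo luminescence after 30 min at RT.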
# Eya2 phos inh – qHTS Assay for Inhibitors of the Phosphatase Activity of Eya2 | Protein phosphatase EYA2 (Homo sapiens), O00167 | recombinant Eya2, OMFP fluorescence dephosphorylation (OMFP is methylfluorescein phosphate) | Potency, µM (doses to about 76.9 µM), inactives show at the top dose activity, negative = inhibition, most hits filed as inhibitors | 330,000 tested, 0.006% active | AID 488837, 2010; further: potency means the concentration at half of the fitted maximal effect; on the % scale 0 is the no-effect control and ±100 the full control effect
# Target sequence (O00167 whole entry, looked up): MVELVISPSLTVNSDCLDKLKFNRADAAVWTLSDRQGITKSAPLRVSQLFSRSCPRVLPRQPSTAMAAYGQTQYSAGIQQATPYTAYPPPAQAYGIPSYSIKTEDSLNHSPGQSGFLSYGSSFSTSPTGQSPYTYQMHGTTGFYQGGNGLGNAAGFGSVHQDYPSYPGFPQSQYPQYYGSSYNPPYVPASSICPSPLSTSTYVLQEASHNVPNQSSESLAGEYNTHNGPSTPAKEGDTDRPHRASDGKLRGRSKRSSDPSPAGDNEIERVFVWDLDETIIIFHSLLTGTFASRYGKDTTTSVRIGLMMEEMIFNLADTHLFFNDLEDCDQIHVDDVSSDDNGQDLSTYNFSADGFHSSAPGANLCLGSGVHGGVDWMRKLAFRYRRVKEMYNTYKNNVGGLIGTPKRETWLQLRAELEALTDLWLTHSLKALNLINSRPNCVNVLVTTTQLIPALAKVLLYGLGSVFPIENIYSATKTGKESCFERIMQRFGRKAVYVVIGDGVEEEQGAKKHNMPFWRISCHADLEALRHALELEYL
#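 Eya2 protein (added as 0.2 uM solution) was preincubated with compound for 10 min at ambient temperature in 50 mM HEPES pH 7.5, 50 mM NaCl, 5 uM MgCl2, 0.05% BSA, 1 mM DTT. OMFP (added at 50 uM) then reacted 10 min; fluorescence read at 485/525 nm.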
# PTAP TSG101 blk – qHTS Assay for Iinhibitors of HIV-1 Budding by Blocking the Interaction of PTAP/TSG101 | 340,000 tested, under 10 active | Fluorescence polarization, FITC-PTAP peptide / Tsg101 binding | Potency, µM (titrated, usually from 115 µM), for inactives: at the highest dose activity change, negative = inhibition, hits mostly inhibitors; active means well fitted inhibition curve with a large enough effect in the main read-out, with a control signal flat, not every such curve was filed as active; inconclusive means small, poorly fitted or top-dose-only effect, or effect the other way, or a change in a side signal; inactive means no such curve, though single readings can be large or run the other way; further: potency means the concentration at half of the fitted maximal effect; % of control where 0% means no effect
# Target sequence (Q99816 whole entry, looked up): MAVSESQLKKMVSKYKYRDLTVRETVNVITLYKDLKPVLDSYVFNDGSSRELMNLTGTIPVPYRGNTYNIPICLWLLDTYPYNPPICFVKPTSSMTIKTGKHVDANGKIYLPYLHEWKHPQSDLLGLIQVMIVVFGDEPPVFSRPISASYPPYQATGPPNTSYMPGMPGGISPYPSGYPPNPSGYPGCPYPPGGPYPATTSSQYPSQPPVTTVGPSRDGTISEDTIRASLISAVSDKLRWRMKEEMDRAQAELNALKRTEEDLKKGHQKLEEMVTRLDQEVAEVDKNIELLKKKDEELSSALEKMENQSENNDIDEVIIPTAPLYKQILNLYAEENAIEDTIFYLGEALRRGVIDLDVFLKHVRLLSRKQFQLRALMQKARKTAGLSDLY
#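 Fluorescence polarization binding of Tsg101 binding domain (10 uM final) to FITC-labeled PTAP peptide (50 nM final) in HEPES pH 7.5 buffer with NaCl, Tween 20, EDTA, TCEP. Compounds added before peptide; binding 20 min at RT.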
# uPA generation – qHTS for Inhibitors of Cell Surface uPA Generation; cell surface uPA generation assay, qHTS; Potency, µM (doses to about 38.3 µM), for the others: at the highest dose activity change, negative = inhibition, actives largely listed as inhibitors; 330,000 tested, 0.31% active; active means well fitted inhibition curve with a large enough effect; inconclusive means small, poorly fitted or top-dose-only effect; inactive means no such curve, though single readings can be large or run the other way; tested in mouse RAW 264.7 cells; further: potency means the concentration at half of the fitted maximal effect; on the % scale 0 is the no-effect control and ±100 the full control effect; nearly all actives have a fitted effect of over 55% in size
# Numbers without * were called inactive; ? = inconclusive; . = no result given; [ ] = remark or other dose. Unless noted, the call rests on the fitted dose curve; in most records, active means well fitted curve in the direction sought with a large enough effect; inconclusive means small, poorly fitted or top-dose-only effect, or another doubt; inactive means no such curve, though single readings can be large; an effect the other way counts as inactive or inconclusive.
entry	SMILES	USP2a inh	TRPV1 ag	ASM inhibitor	p53 reactivator	B2AR arrestin	BRCA1 expr up
1	CCC(c1nnnn1Cc1ccco1)N(CCc1ccccc1)Cc1cc2cccc(C)c2[nH]c1=O (stereo unspecified)	-8%	2	-1%	-21%	-0.2%	-45%
2	Cc1ccc(S(=O)(=O)N2CCN(C(=O)c3ccc4nc[nH]c4c3)CC2)cc1	-2%	-2	-1%	7%	-0.4%	12%
3	Cc1ccc(Cn2cc(SCC(=O)Nc3nccs3)c3ccccc32)cc1	-10%	-1	-8%	1%	-0.2%	29%
4	COc1ccc(CN(CC2CCCO2)C(=O)c2cc3sccc3n2C)c(OC)c1 (stereo unspecified)	-2%	12	-4%	-7%	0.4%	-32%
5	Cc1cc(C)nc(N/N=C/c2ccccc2OCc2cccc(Br)c2)n1	-1%	23	-11%	28%	-0.4%	-90%[inhibitor]
6	COc1ccccc1CNC(=O)C1CCC(CNS(=O)(=O)c2ccc(F)cc2)CC1 (stereo unspecified)	3%	6	1%	-5%	0.3%	-13%
7	COc1cc(OC)cc(-c2oc(=O)c3cc(OC)c(OC)cc3c2C#CCCCO)c1	-1%	-4	32%	0%	0.1%	-7%
8	O=C(c1cc(S(=O)(=O)N2CCOCC2)ccc1F)N1CCN(Cc2ccccc2)CC1	-2%	?	2%	-2%	0.1%	-16%
9	COC1=C(Nc2ccccc2)C(=O)c2ccccc2C1=O	2%	-5	-9%	-3%	8.5%	-74%
10	COC(=O)Cn1c2ccc(OC)cc2c2nc3ccccc3nc21	1%	3	-3%	29%	-0.3%	1%

entry	Integrin act MD	ELG1 genotoxic	Eya2 phos inh	PTAP TSG101 blk	uPA generation
1	-14%	-12%	3%	1%	13%
2	23%	-1%	-24%	-7%	2%
3	-14%	?	8%	-11%	-3%
4	0%	-7%	-2%	-3%	3%
5	17%	1%	-3%	4%	7%
6	20%	-1%	6%	-4%	0%
7	12%	1%	4%	0%	16%
8	15%	-4%	-6%	1%	.
9	7%	-1%	-6%	0%	?
10	0%	-4%	-1%	-9%	-2%

# Full records, looked up by structure. Order of values: USP2a inh | TRPV1 ag | ASM inhibitor | p53 reactivator | B2AR arrestin | BRCA1 expr up | Integrin act MD | ELG1 genotoxic | Eya2 phos inh | PTAP TSG101 blk | uPA generation
# COc1ccccc1CNC(=O)C1CCC(CNS(=O)(=O)c2ccc(F)cc2)CC1 (stereo unspecified) in the list: 3% | 6 | 1% | -5% | 0.3% | -13% | 20% | -1% | 6% | -4% | 0%
# Cc1ccc(Cn2cc(SCC(=O)Nc3nccs3)c3ccccc32)cc1 in the list: -10% | -1 | -8% | 1% | -0.2% | 29% | -14% | ? | 8% | -11% | -3%

# Next part:
entry	SMILES	USP2a inh	TRPV1 ag	ASM inhibitor	p53 reactivator	B2AR arrestin	BRCA1 expr up
11	CCOc1ccc(C(=O)OCC(=O)N(Cc2ccccc2)Cc2ccccc2)cc1OC	-6%	2	-2%	-5%	0.2%	-35%
12	COc1ccccc1NS(=O)(=O)c1cccc(C(=O)NC2CCN(Cc3ccccc3)CC2)c1	0%	25	13%	2%	-4.0%	-10%
13	Cc1ccccc1Nc1c(-c2ccncc2)nc2ccc(Cl)cn12	-1%	8	133%[activator]	15%	-0.3%	-11%
14	CCCN1CCC(NC(=O)CC2C(=O)NCCN2Cc2ccccc2C)CC1 (stereo unspecified)	1%	0	2%	2%	0.5%	-2%
15	CC(=O)Nc1ccc(NC(=O)[C@@H](NC(=O)c2ccccc2F)C(C)C)cc1	1%	-2	2%	1%	-1.2%	-23%
16	CCC(=O)Nc1nc2ccc3nc(C)sc3c2s1	1%	1	-7%	?	0.0%	86%
17	CCC(c1nnc(SCC(=O)Nc2cc(C)on2)o1)N(C)C (stereo unspecified)	1%	-3	1%	-7%	-0.3%	3%
18	O=C(NNS(=O)(=O)c1ccccc1)c1cnn(-c2ccccc2)c1-n1cccc1	1%	0	-3%	-7%	-2.6%	2%
19	CC(C)(C)c1cc(NS(=O)(=O)c2ccc(Br)s2)no1	3%	1	6%	-2%	0.3%	10%
20	Cc1cc(N(C)C)nc(Nc2ccccc2)n1	1%	0	3%	?	0.1%	76%

entry	Integrin act MD	ELG1 genotoxic	Eya2 phos inh	PTAP TSG101 blk	uPA generation
11	14%	0%	0%	-4%	-4%
12	-53%[inhibitor]	0%	28%	-3%	-9%
13	1%	-9%	1%	1%	?
14	21%	6%	-5%	-4%	1%
15	?	2%	-4%	-7%	2%
16	22%	8.2µM*	4%	2%	10%
17	2%	0%	-1%	0%	-11%
18	0%	0%	10%	-1%	1%
19	-5%	-1%	0%	-1%	-7%
20	?	-7%	5%	-8%	-9%

# Screen by screen, from the results shown:
# Entries 13–20 in BRCA1 expr up, in turn: -11%, -2%, -23%, 86%, 3%, 2%, 10%, 76%

# The results go on.
entry	SMILES	USP2a inh	TRPV1 ag	ASM inhibitor	p53 reactivator	B2AR arrestin	BRCA1 expr up
21	Cc1cc(NC(=O)CSCC(=O)Nc2ccccc2OC(F)F)no1	0%	1	2%	-5%	-0.6%	-12%
22	COCCn1c(-c2cccs2)csc1=Nc1cccnc1	5%	2	1%	-5%	0.0%	2%
23	COc1ccc(NC(=O)CSc2nnc3ccc(-c4ccncc4)nn23)cc1OC	-1%	4	-1%	-1%	-0.3%	3%
24	O=C1CN(c2nc3nonc3nc2N2CCCCC2)CCN1	1%	1	-4%	-1%	-0.7%	0%
25	Cc1ccc(S(=O)(=O)N2CCN(C(=O)Cc3ccc(S(=O)(=O)N4CCOCC4)s3)CC2)cc1	0%	0	7%	-6%	0.2%	-5%
26	COC(=O)c1c(NC(=O)C2COc3ccccc3O2)sc2c1CCN(C(C)=O)C2 (stereo unspecified)	2%	?	-16%	-8%	-0.6%	-57%
27	COCCN(C(=O)COC(=O)Cc1cccc(OC)c1)c1c(N)n(Cc2ccccc2)c(=O)[nH]c1=O	7%	-2	-3%	-10%	0.2%	-4%
28	COc1ccc(NC(=O)CSc2ncccc2C(=O)OC(C)C)cc1OC	?	0	-1%	3%	4.4%	-64%
29	Cc1ccnc(N2CCC(C(=O)NNC(=O)c3ccccc3)CC2)n1	0%	0	0%	-3%	-0.9%	0%
30	COCCN(CCOC)S(=O)(=O)c1ccc(NC(=O)c2cnccn2)cc1	4%	2	1%	.	-0.8%	9%
31	Cc1cccc(NC(=O)CSc2nnc(NC(=O)c3ccc(S(=O)(=O)N4CCOCC4)cc3)s2)c1C	1%	-6	.	1%	-0.7%	.
32	CNC(=S)N(CCc1ccc(S(N)(=O)=O)cc1)C1CC(=O)N(c2ccccc2F)C1=O (stereo unspecified)	1%	-2	-4%	-3%	0.3%	-3%
33	O=C(c1cccc(C(F)(F)F)c1)C1CCCN(C(=O)CCn2cnnn2)C1 (stereo unspecified)	-8%	-4	4%	-3%	-0.3%	1%

entry	Integrin act MD	ELG1 genotoxic	Eya2 phos inh	PTAP TSG101 blk	uPA generation
21	4%	1%	11%	-5%	4%
22	-4%	-13%	-23%	0%	-4%
23	-24%	-2%	-5%	-3%	0%
24	11%	-1%	12%	0%	3%
25	?	-12%	6%	1%	-1%
26	1%	2%	-14%	-1%	-5%
27	3%	0%	40%	-3%	1%
28	-34%	-5%	4%	-6%	.
29	16%	1%	13%	-1%	3%
30	-25%	-4%	5%	-8%	8%
31	.	2%	-2%	.	.
32	-12%	-4%	-3%	1%	-4%
33	-2%	0%	8%	1%	0%

# As entered above:
# USP2a inh result of COc1ccccc1NS(=O)(=O)c1cccc(C(=O)NC2CCN(Cc3ccccc3)CC2)c1 → 0%
# USP2a inh result of CCC(c1nnnn1Cc1ccco1)N(CCc1ccccc1)Cc1cc2cccc(C)c2[nH]c1=O (stereo unspecified) → -8%
